N370S GC: inhibits or activates N370S mutant glucocerebrosidase; P04062; N370S GC spleen homogenate, 4MU-glucoside fluorescence; Potency, µM (highest dose often 59.4 µM), inactives show at the top dose activity change, negative = inhibition, usual class: inhibitors; hit rate 0.092% among 330,000;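 further: 0% = full enzyme activity and -100% = no enzyme basal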
KAT2A inh: blocks human GCN5L2 histone acetyltransferase; AID 504327; hit rate 0.21% among 390,000; GCN5L2 HAT assay, ThioGlo1 CoA-SH fluorescence; Q92830; Potency, µM (highest dose often 58.9 µM), without a hit: top-dose activity change, negative = inhibition, usual class: inhibitors
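qHTS, 1536-well. 20nM enzyme, pH 7.5 HEPES/EDTA/Tween-20 buffer; 15 min compound preinc., RT. Start: 75uM H3(1-25), 70uM AcCoA, 50uM ThioGlo1. Read Ex340/Em540 at t=0 (autofluorescence flag) and t=20 min.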
FEN1 inh: inhibitors of human flap endonuclease 1; P39748; Recombinant FEN1 flap cleavage, fluorescence, 15 min; Potency, µM (highest dose often 114 µM), for inactives: top-dose activity change, negative = inhibition, hits mostly inhibitors; hit rate 0.35% among 390,000; further: nearly all actives have a fitted effect of over 65% in size
Target sequence (P39748 whole entry, looked up): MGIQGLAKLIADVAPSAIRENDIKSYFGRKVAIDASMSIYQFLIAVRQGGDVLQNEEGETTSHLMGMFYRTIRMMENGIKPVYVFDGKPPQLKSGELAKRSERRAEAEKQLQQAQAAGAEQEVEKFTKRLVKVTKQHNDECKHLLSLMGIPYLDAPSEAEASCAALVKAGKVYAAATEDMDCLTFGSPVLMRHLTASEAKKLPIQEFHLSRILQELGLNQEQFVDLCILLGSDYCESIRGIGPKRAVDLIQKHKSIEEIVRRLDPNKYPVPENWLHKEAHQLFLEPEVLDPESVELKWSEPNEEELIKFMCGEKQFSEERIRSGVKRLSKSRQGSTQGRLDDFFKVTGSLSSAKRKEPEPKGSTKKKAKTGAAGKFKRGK
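With each library titrated from low to high concentration, compounds met 10 nM FEN1 for 15 min at room temperature before 50 nM substrate was added; readings at 0 and 15 min fed four-parameter Hill curve fits.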
* marks the source's active call; other numbers are inactive results; ? = inconclusive; . = not tested or not shown; & = joins results of further samples; [ ] = dose if it differs, or a comment. The call rests on the fitted dose curve; in most records, active means well fitted curve in the direction sought with a large enough effect; inconclusive means small, poorly fitted or top-dose-only effect, or another doubt; inactive means no such curve, though single readings can be large; an effect the other way counts as inactive or inconclusive. Unless noted, on the % scale 0 is the no-effect control and ±100 the full control effect; potency means the concentration at half of the fitted maximal effect. The list is partial, so the mix of outcomes need not match the whole.

The first 5 records (preview)
cpd	N370S GC	KAT2A inh	FEN1 inh	structure
1	.	-10%	1%	Cc1nc(N2CCOCC2)c2c(C(=O)N3CCN(c4cccc(C(F)(F)F)c4)CC3)c(C)oc2n1
2	-8%	23%	-13%	OCCNc1nc(Cl)nc(NCc2ccco2)n1
3	-7%	0%	1%	CCOc1ncccc1C(=O)Nc1c(C)n(C)n(-c2ccccc2)c1=O
4	7%	0%	0%	O=C(COc1cc2oc(=O)c3c(c2cc1Cl)CCC3)N1C[C@H]2C[C@@H](C1)c1cccc(=O)n1C2
5	6%	-3%	-4%	COc1cc(C(=O)OCC(=O)Nc2ccc(C(C)=O)cc2)ccc1OCC(=O)N1CCOCC1

All compounds of this part, repeating the preview:
cpd	N370S GC	KAT2A inh	FEN1 inh	structure
1	.	-10%	1%	Cc1nc(N2CCOCC2)c2c(C(=O)N3CCN(c4cccc(C(F)(F)F)c4)CC3)c(C)oc2n1
2	-8%	23%	-13%	OCCNc1nc(Cl)nc(NCc2ccco2)n1
3	-7%	0%	1%	CCOc1ncccc1C(=O)Nc1c(C)n(C)n(-c2ccccc2)c1=O
4	7%	0%	0%	O=C(COc1cc2oc(=O)c3c(c2cc1Cl)CCC3)N1C[C@H]2C[C@@H](C1)c1cccc(=O)n1C2
5	6%	-3%	-4%	COc1cc(C(=O)OCC(=O)Nc2ccc(C(C)=O)cc2)ccc1OCC(=O)N1CCOCC1
6	-2%	-1%	0%	CCOC(=O)c1c(C)oc2ccc(OCC(N)=O)cc12
7	-11%	-1%	1%	COC(=O)CN1C(=O)[C@H]2[C@@H](c3ccc(C)o3)N3C(=O)CN(Cc4ccccn4)C(=O)[C@@]3(C)[C@H]2C1=O
8	.	-5%	11%	Cc1ccc(NC(=O)CSc2nnc(-c3cc4occc4n3C)n2-c2ccccc2C)c(Cl)c1
9	12%	-7%	-16%	CC(=O)Nc1ccc(S(=O)(=O)Nc2ncccn2)cc1
10	.	0%	-6%	CCOc1ccc(N(CC)C(=O)C2CCN(S(=O)(=O)c3cccc4nonc34)CC2)cc1
11	.	21%	16%	Cc1nc(N2CCCC2)ncc1C(=O)Nc1ccc(F)cc1F
12	-1%	0%	-4%	COCCn1nnnc1C(c1cccs1)N1CCN2CCCC2C1 (stereo not given)
13	2%	-2%	0%	Cc1[nH]c(=O)[nH]c(=O)c1NS(=O)(=O)c1ccc2c(c1)CCCC2
14	1%	-3%	0%	Cc1ccc2c(CC(=O)NNC(=O)c3ccccc3)coc2c1
15	4%	-8%	-17%	Cc1cc(OC(C)C(=O)N(Cc2ccco2)C2CCS(=O)(=O)C2)ccc1Cl (stereo not given)
16	3%	-1%	11%	CCc1ccccc1NC(=O)CSC1=C(C#N)C(c2ccc(O)c(OC)c2)C2=C(CCCC2=O)N1 (stereo not given)
17	-18%	1%	-1%	C=CCCC(=O)N(C)CCO
18	-1%	-3%	2%	Cc1nn(CC(=O)N2CCN(C)CC2)c(=O)c2c1sc1ccccc12
19	6%	-9%	4%	COCCN1CC(O)=C(c2nc3ccccc3c(=O)[nH]2)C1=N
20	-6%	2%	-7%	COc1ccc(C(=O)NC2CC2)cc1OC1CCN(Cc2cc(C)cc(C)c2)CC1
21	3%	-5%	-1%	CCN(CC)C(=O)C1CCCN(C/C=C/c2ccccc2)C1 (stereo not given)
22	-22%	-5%	-19%	CN(CCO)c1nc(N)c2c(N)nc3c(c2c1C#N)CC(=O)N3Cc1cccs1
23	-6%	-2%	1%	COc1ccccc1NC(=S)NC(=O)c1ccc(Cn2cc(Br)cn2)cc1
24	5%	0%	0%	CCn1nc(C(=O)Nc2nc3ccc(C)cc3s2)c2ccccc2c1=O
25	-25%	-3%	3%	COc1cc(CNCCNCC(C)O)ccc1OCc1ccc(Cl)nc1 (stereo not given)
26	2%	-3%	-10%	CC1CCc2nn(CC(=O)N3CCc4ccccc43)cc2C1 (stereo not given)
27	.	-2%	-4%	CCOc1ccc(NC(=O)CCS(=O)(=O)c2ccc(Br)s2)cc1
28	-2%	20%	?	CC(C)(C)OC(=O)N/N=C/c1cc(N=Nc2ccccc2)ccc1O
29	.	2%	17%	Cc1cc(Cl)ccc1OCC(=O)OCC(=O)Nc1cccnc1Cl
30	-4%	-10%	-10%	COc1cc(OC)c(C2N(c3ccccn3)C(=O)C3CCCN32)cc1OC (stereo not given)
31	.	-3%&2%	-22%	Oc1cccc2c(-c3nn[nH]n3)ccnc12
32	1%	-5%	-1%	Cc1cccc(C(C)C)c1NC(=O)c1cccnc1
33	12%	-5%	-5%	COC(=O)C1=CN(c2ccc(F)cc2)C=C(C(=O)OC)C1c1ccc(O)cc1
34	-4%	-6%	-7%	CN1CCN(NS(=O)(=O)c2ccc(Cl)cc2)CC1
35	.	-10%	-13%	O=C(C[C@@H]1C/C=C\C[C@H](Cc2ccc(F)cc2)C(=O)OC[C@@H]2CCCN2C1=O)N[C@H](CO)Cc1ccccc1
36	27%	-5%	-1%	O=C(CSc1nnc(-c2cccs2)o1)N1CCOCC1
37	8%	-2%	16%	O=C1NCCCc2c1oc1cc(Br)c(O)c(Br)c21
38	.	0%	-4%	O=C(COC(=O)c1cc(S(=O)(=O)N2CCOCC2)ccc1F)c1ccccc1
39	4%	-2%	-9%	CCOc1ccc(Br)cc1S(=O)(=O)NCc1ccc(S(N)(=O)=O)cc1
40	-5%	-5%	13µM*	COc1cc(NS(=O)(=O)c2ccc(NC(=S)NC(=O)/C=C/c3ccco3)cc2)ncn1
41	-14%	-1%	-7%	CCCc1cc(C(=O)N(C)CC(=O)Nc2ccc(OCC)c(OCC)c2)sc1C
42	.	-15%	-9%	CN(C)c1ccc(NC(=O)Cn2cc(S(=O)(=O)Cc3ccccc3Cl)c3ccccc32)cc1
43	.	0%	19%	O=C(COC(=O)c1cnc(Cl)c(Cl)c1)c1ccc(F)cc1
44	-3%	2%	1%	O=C(NCc1nc(-c2ccccc2)no1)c1ccc2c(c1)OCO2
45	.	-5%	4%	CC(C)CNC(=O)C1=CC(c2ccc3c(c2)OCO3)=NS(=O)(=O)N1C
46	3%	3%	9%	CC(C)c1nnc(SCC(=O)NCc2ccc3c(c2)OCO3)n1C
47	.	-8%	4%	O=C(CSc1nc2nccnc2c(=O)n1CCc1c[nH]c2ccccc12)Nc1ccccc1F
48	.	-7%	14%	COc1ccc(-c2cn3c(n2)sc2cc(C(=O)Nc4cc(OC)cc(OC)c4)ccc23)cc1
49	-8%	11%	-5%	Cc1cc(N2CCOCC2)c(F)cc1C(=O)c1ccccc1
50	2%	-4%	9%	O=C(CN1CCCCCC1)Nc1ccc(S(=O)(=O)N2CCOCC2)cc1

Later entries:
cpd	N370S GC	KAT2A inh	FEN1 inh	structure
51	2%	-6%	2%	CCOc1ccc(N2CC(C(=O)NC3CCCC3)CC2=O)cc1 (stereo not given)
52	-2%	-14%	-1%	CCCc1c(O)c2ccccc2n(-c2ccccc2)c1=O
53	.	-16%	-13%	O=C(c1cn(Cc2ccccc2)nc1-c1ccc(Cl)cc1)N1CCN(c2ccccn2)CC1
54	.	-1%	0%	Cn1c(SCc2ccc(C(F)(F)F)cc2)nc2c([nH]c3ccccc32)c1=O
55	0%	-2%	1%	COc1ccc2c(C)c(C(=O)N3CCN(Cc4ccccc4)CC3)oc2c1
56	.	-7%	-3%	CCCNC(=O)C(Cc1ccc(I)cc1)NC(=O)c1ccc2ccccc2n1 (stereo not given)
57	-3%	-3%	-1%	Cc1noc(C)c1S(=O)(=O)N1CCCC(C(=O)NCCc2ccc(Cl)cc2)C1 (stereo not given)
58	-9%	2%	9%	COc1cccc(CNc2ccc([N+](=O)[O-])c(NCC(=O)O)n2)c1
59	-8%	10%	8%	CNc1nc(N)c([N+](=O)[O-])c(NC2CCCCC2)n1
60	.	2%	-15%	COc1cc(/C=C/c2nc(C#N)c(N3CCN(C)CC3)o2)cc(OC)c1OC
61	-17%	-21%	14%	O=c1cc(CN2CCN(Cc3ccccc3)CC2)c2cc(O)ccc2o1
62	-11%	-15%	7%	Cc1cccc(C)c1OCc1nnc(SCC(=O)NCCc2ccccc2)o1
63	6%	-5%	0%	Cc1ccccc1N(CC(=O)NCC1CCCO1)C(=O)CCC(=O)Nc1nccs1 (stereo not given)
64	?	-8%	.	CCOC(=O)C1=C(c2ccccc2)O/C(=C(/C#N)C(F)(F)F)S1
65	1%	-12%	-4%	CCC(C)(C)NC(=O)CN(C(=O)c1snc(C(N)=O)c1N)c1ccc(OC)c(OC)c1
66	5%	-1%	-11%	COc1ccccc1NC(=O)CSc1nnc(CNC(=O)COc2ccc(Cl)cc2)o1
67	-7%	1%	-1%	O=c1oc(-c2ccc(Cl)c(Cl)c2)nn1-c1ccc(C(F)(F)F)cn1
68	3%	-21%[0.501 µM]	-17%	COc1ccc(N(CC(=O)N2CCc3ccccc3C2)S(C)(=O)=O)cc1
69	-7%	1%	-1%	COC(=O)c1sccc1NC(=O)CC1C(=O)NCCN1C(=O)Nc1cc(Cl)ccc1OC (stereo not given)
70	1%	0%	11%	Cc1ccc(C(=O)CSc2nnc(-c3ccccc3)o2)cc1

In the list so far, these have a nitro group on carbon:
cpd	N370S GC	KAT2A inh	FEN1 inh	structure
58	-9%	2%	9%	COc1cccc(CNc2ccc([N+](=O)[O-])c(NCC(=O)O)n2)c1
59	-8%	10%	8%	CNc1nc(N)c([N+](=O)[O-])c(NC2CCCCC2)n1

Whole records, looked up by structure. Order of screens: N370S GC | KAT2A inh | FEN1 inh
Cc1cc(OC(C)C(=O)N(Cc2ccco2)C2CCS(=O)(=O)C2)ccc1Cl (stereo not given) is listed with 4% | -8% | -17%
COc1ccc(C(=O)NC2CC2)cc1OC1CCN(Cc2cc(C)cc(C)c2)CC1 is listed with -6% | 2% | -7%
COc1cc(C(=O)OCC(=O)Nc2ccc(C(C)=O)cc2)ccc1OCC(=O)N1CCOCC1 is listed with 6% | -3% | -4%

Other compounds
cpd	N370S GC	KAT2A inh	FEN1 inh	structure
71	-8%	-22%	-11%	CN1CCc2c(sc3c2c(=O)n(-c2ccccc2)c2nnc(SCc4ccc(Cl)cc4)n32)C1
72	.	2%	-13%	COCCNC(=O)CCCn1c(SCC(=O)Nc2ccc(F)cc2)nc2c(sc3ccccc32)c1=O
73	0%	3%	-4%	O=C(O)c1cc(S(=O)(=O)N(Cc2ccccc2)c2ccccc2)ccc1Cl
74	.	-7%	-10%&-3%	O=S(=O)(NCc1ccccc1Br)c1ccccc1Br
75	.	2%	-7%	CCc1ccc(S(=O)(=O)c2cn(CC(=O)Nc3cccc(C)c3)c3ccc(Cl)cc3c2=O)cc1
76	.	-6%	-2%	C[C@H](NC(=O)c1ccccc1)C(=O)N1CCN(Cc2ccc3c(c2)OCO3)CC1
77	7%	-8%	-4%	O=C(CSc1ncnc2c1nnn2Cc1ccccc1F)N1CCN(c2ccccc2)CC1
78	-28%	-5%	2%	CCN1CCN(Cc2ccc(NC(=O)c3ccc(C)c(NC(=O)c4cccc5[nH]ccc45)c3)cc2C(F)(F)F)CC1
79	-7%	3%	.	CN(Cc1ccccc1)C(=O)[C@H](Cc1ccc2ccccc2c1)NC(=O)[C@@H]1CCCN1C(=O)Nc1ccccc1[N+](=O)[O-]

Looked up above:
FEN1 inh, #73 : -4%
KAT2A inh, #74 : -7%
